UBC9 SUMO inh = SUMOylation inhibition; AID 2006; HTRF SUMOylation assay, SAE1/SAE2 + UBC9, in vitro; 0.36% of 290,000 active; P63279; inhibition, % at 35 µM; in the data active = inhibition above about 50%, passing the limit was not always enough; also: strong numbers were not always called active
Target sequence (P63279 whole entry, looked up): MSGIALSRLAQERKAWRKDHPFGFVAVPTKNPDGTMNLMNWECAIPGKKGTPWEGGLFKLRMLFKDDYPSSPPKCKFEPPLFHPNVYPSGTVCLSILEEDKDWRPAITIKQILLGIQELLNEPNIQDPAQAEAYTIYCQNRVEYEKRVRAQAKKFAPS
FID counter = displaces DNA intercalator in HCV helicase counter-screen; DNA fluorescent intercalator displacement, fluorescence; inhibition, % at 7.9 µM; 0.17% of 290,000 active; in the data active = inhibition above about 37%;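 also: 0% = vehicle and 100% = reference compound; higher means more ethidium bromide displaced from hairpin DNA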
M18AAP inhibitor = PfM18AAP enzyme inhibition. recombinant PfM18AAP, H-Glu-NHMec fluorogenic cleavage. inhibition, % at 7.35 µM. 1.2% of 290,000 active. AID 1822;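 active = inhibition above the campaign mean inhibition over all tested compounds plus 3 SD, cut at about 28% in these data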;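 also: 0% = plate median of test compound wells and 100% = 2 mM ZnCl2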
NALP1 inh = NALP1 inhibition | S. cerevisiae NALP1/ASC/caspase-1 growth, X-gal OD620, 72 h | inhibition, % at 10 µM | 0.61% of 280,000 active | AID 2071; in the data active = inhibition mostly above about 24%, no sharp cut-off; inactive = mostly below about 32%; also: some compounds called inactive have numbers as strong as hits
IMP-1 inh = inhibitors of Pseudomonas aeruginosa IMP-1 metallo-beta-lactamase; AID 1556; 0.45% of 290,000 active; purified IMP-1, nitrocefin hydrolysis, epi-absorbance fluorescence; inhibition, % at 5.6 µM;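 active = inhibition above the mean plus 3 SD of all compounds in the same screening run, cut at about 4.5% in these data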;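 also: 0% = IMP-1 with DMSO and 100% = DMSO wells lacking enzyme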
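assay system = purified recombinant IMP-1 metallo-beta-lactamase enzyme | schedule = 15 min preincubation plus 25 min reaction at 25 °C | signal = Epi-absorbance fluorescence, 480 nm excitation, 530 nm emission | read-out basis = percent inhibition from optical density relative to buffer-blank wells | controls = IMP-1 with DMSO as 0%, enzyme-free DMSO as 100%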
MEKK2mut PB1 HTS = signal of MEK5 binding to mutant human MEKK2 PB1 domain; percent response, % at 10 µM; bead flow cytometry, Alexa488-MEK5 binding to MEKK2 mutant; 0.35% of 290,000 active; AID 1530; in the data active = percent response above about 24%, passing the limit was not always enough; also: inactives centre near 1; some results filed as inactive read as strong as hits
HCV NS3 hel inh = inhibitors of Hepatitis C virus NS3 helicase. NS3 helicase DNA unwinding, Cy5 molecular beacon fluorescence. inhibition, % at 10.9 µM. 0.56% of 290,000 active;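 active = inhibition above the mean of all tested compounds plus 3 SD, set per campaign, cut at about 35% in these data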;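 also: 0% = DMSO wells and 100% = thioflavine S control wells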
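Measured by: Cy5 fluorescence, 0 and 60 min reads / Assay system: NS3 helicase fragment of HCV / Control set: low DMSO, high thioflavine S at 110 µM / Times: 1 h reaction at 25 °C, ATP-initiated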
VIM-2 inh = blocks Pseudomonas aeruginosa VIM-2 metallo-beta-lactamase. 0.89% of 290,000 active. inhibition, % at 5.6 µM. purified VIM-2, nitrocefin hydrolysis, epi-absorbance fluorescence;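 active = inhibition above the mean of all tested compounds plus 3 SD, cutoff set per screening run, cut at about 7.5% in these data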;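 also: red hydrolysis product quenches plate fluorescence so inhibitors raise well fluorescence; 0% = enzyme with DMSO and 100% = DMSO without enzyme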
MEKK2 WT-MEK5 = raises or lowers MEK5 binding to wildtype human MEKK2 PB1 domain; bead flow cytometry, Alexa488-MEK5 binding to MEKK2 WT; actives lie on both sides; 1.1% of 290,000 active; Q9Y2U5; binding response (% of control), % at 10 µM; in the data active = binding response below about 67% or above about 130%
* hit, by the source's call.

`COc1ccc(NC(=O)CN2CCN(C(=O)c3ccco3)CC2)c(OC)c1` gave UBC9 SUMO inh 8.4, FID counter -18.7, M18AAP inhibitor 3.7, NALP1 inh 2.0, IMP-1 inh -2.9, MEKK2mut PB1 HTS -1.0, HCV NS3 hel inh 1.0, VIM-2 inh -3.7 and MEKK2 WT-MEK5 100.0.
`CCCn1c(/N=C/c2cc(OC)ccc2O)nc2ccccc21` gave UBC9 SUMO inh -17.6, FID counter 2.6, M18AAP inhibitor -9.5, NALP1 inh -5.3, IMP-1 inh -4.0, MEKK2mut PB1 HTS -2.0, HCV NS3 hel inh -1.3, VIM-2 inh -1.1 and MEKK2 WT-MEK5 98.0.
Cc1cc(C)n(-c2ccc(C(=O)Nc3ccc(C)c(S(=O)(=O)N(C)C)c3)cc2)n1 was read as UBC9 SUMO inh -10.4, FID counter -17.0, M18AAP inhibitor 0.6, NALP1 inh 6.1, IMP-1 inh -4.3, MEKK2mut PB1 HTS 1.0, HCV NS3 hel inh 1.9, VIM-2 inh -4.7 and MEKK2 WT-MEK5 99.0.
`CC(C)c1ccccc1NC(=O)c1ccco1` gave FID counter 3.3, M18AAP inhibitor 7.3, IMP-1 inh -3.7, MEKK2mut PB1 HTS 5.0, HCV NS3 hel inh -1.0, VIM-2 inh -3.1 and MEKK2 WT-MEK5 106.0.
`CN(C)c1ccc(C(=O)OCC(=O)NCCNC(=O)COC(=O)c2ccc(N(C)C)cc2)cc1` gave UBC9 SUMO inh 6.6, FID counter -47.9, M18AAP inhibitor 5.9, NALP1 inh -1.2, IMP-1 inh -3.9, MEKK2mut PB1 HTS 17.0, HCV NS3 hel inh -1.7, VIM-2 inh -2.7 and MEKK2 WT-MEK5 107.0.
Screening CSc1ncc(Cl)c(C(=O)Nc2ccccc2Cl)n1 returned UBC9 SUMO inh 8.2, FID counter 0.0, M18AAP inhibitor -1.0, NALP1 inh 28.9, IMP-1 inh -3.4, MEKK2mut PB1 HTS 5.0, HCV NS3 hel inh 0.8, VIM-2 inh -0.9 and MEKK2 WT-MEK5 90.0.
`O=C(Nc1ccc(Cl)cc1)Nc1nnc(-c2ccncc2)s1` gave UBC9 SUMO inh -6.5, FID counter -2.2, M18AAP inhibitor 2.3, NALP1 inh 22.5, IMP-1 inh -4.0, MEKK2mut PB1 HTS 11.0, HCV NS3 hel inh -0.6, VIM-2 inh -3.5 and MEKK2 WT-MEK5 105.0.
`O=C(N/N=C/c1cccnc1)c1ccc(Cn2cc([N+](=O)[O-])cn2)o1` gave UBC9 SUMO inh 8.3, FID counter -0.4, M18AAP inhibitor -1.5, NALP1 inh 7.2, IMP-1 inh -2.9, MEKK2mut PB1 HTS 2.0, HCV NS3 hel inh 2.3, VIM-2 inh -2.1 and MEKK2 WT-MEK5 103.0.
Cc1cccc(C)c1NC(=S)N/N=C/c1ccccc1C(=O)O was read as UBC9 SUMO inh 13.2, FID counter -9.2, M18AAP inhibitor 6.8, NALP1 inh 15.4, IMP-1 inh -1.9, MEKK2mut PB1 HTS -9.0, HCV NS3 hel inh 2.5, VIM-2 inh -4.0 and MEKK2 WT-MEK5 87.0.
For COc1ccc(C(=O)C[n+]2ccc3c(c2)nc(-c2ccccc2)n3C)cc1 the results were UBC9 SUMO inh 1.3, FID counter 10.7, M18AAP inhibitor -8.4, NALP1 inh 9.0, IMP-1 inh -4.9, MEKK2mut PB1 HTS 1.0, HCV NS3 hel inh -55.3, VIM-2 inh -4.0 and MEKK2 WT-MEK5 103.0.
`COc1cccc(N(C(=O)c2cnccn2)C(C(=O)NC2CCCCC2)c2ccc(Cl)cc2)c1` (stereo not drawn) gave UBC9 SUMO inh -2.0, FID counter -5.5, M18AAP inhibitor -3.3, NALP1 inh 35.5, IMP-1 inh -2.1, MEKK2mut PB1 HTS -6.0, HCV NS3 hel inh -4.1, VIM-2 inh -0.5 and MEKK2 WT-MEK5 75.0.
For COc1ccc(S(=O)(=O)Nc2c(C)n(C)n(-c3ccccc3)c2=O)c(Cl)c1Cl the results were UBC9 SUMO inh 1.4, FID counter -18.4, M18AAP inhibitor -0.8, NALP1 inh 7.9, IMP-1 inh -0.8, MEKK2mut PB1 HTS 1.0, HCV NS3 hel inh 4.3, VIM-2 inh 1.3 and MEKK2 WT-MEK5 104.0.
`Cc1ccc(Cl)cc1N1CCN(S(=O)(=O)c2ccc3c(c2)CC(=O)N3C)CC1` gave UBC9 SUMO inh -5.2, FID counter -45.2, M18AAP inhibitor 1.8, NALP1 inh 7.7, IMP-1 inh -1.0, MEKK2mut PB1 HTS -8.0, HCV NS3 hel inh -10.4, VIM-2 inh -0.7 and MEKK2 WT-MEK5 99.0.
For COc1ccc(-c2nc(N)ncc2Oc2ccccc2Br)c(O)c1 the results were UBC9 SUMO inh 11.7, FID counter -3.9, M18AAP inhibitor 2.2, NALP1 inh 1.5, IMP-1 inh -4.0, MEKK2mut PB1 HTS 3.0, HCV NS3 hel inh -13.4, VIM-2 inh -2.0 and MEKK2 WT-MEK5 100.0.
COc1ccc(-n2cc(-c3ccc(OC(F)F)cc3)[n+]3c2CCCCC3)cc1 was read as UBC9 SUMO inh 18.9, FID counter 5.8, M18AAP inhibitor 5.5, NALP1 inh 6.8, IMP-1 inh -2.8, MEKK2mut PB1 HTS 4.0, HCV NS3 hel inh -3.5, VIM-2 inh -6.5 and MEKK2 WT-MEK5 98.0.
For COc1ccccc1NC(=S)N(CCc1ccc(OC)c(OC)c1)Cc1ccccn1 the results were UBC9 SUMO inh 8.8, FID counter -20.8, M18AAP inhibitor -6.8, NALP1 inh 3.0, IMP-1 inh -4.3, MEKK2mut PB1 HTS -1.0, HCV NS3 hel inh 7.0, VIM-2 inh -1.6 and MEKK2 WT-MEK5 102.0.
NC(=O)c1nsc(C(=O)N(c2ccccc2)C(C(=O)NC2CCCC2)c2cccs2)c1N (stereo not drawn) was read as UBC9 SUMO inh 44.3, FID counter -11.2, M18AAP inhibitor -0.3, NALP1 inh 26.6, IMP-1 inh 0.0, MEKK2mut PB1 HTS -5.0, HCV NS3 hel inh 17.0, VIM-2 inh -1.1 and MEKK2 WT-MEK5 96.0.
For CC1(C)NC(=O)N(CC(=O)OCC(=O)Nc2cccc(F)c2)C1=O the results were UBC9 SUMO inh -9.0, FID counter -1.6, M18AAP inhibitor -6.6, NALP1 inh -1.6, IMP-1 inh -2.9, MEKK2mut PB1 HTS 0.0, HCV NS3 hel inh -2.4, VIM-2 inh -2.7 and MEKK2 WT-MEK5 92.0.
CCCCCN(C(=O)CCC(=O)OCC(=O)N1C(C)CCCC1C)c1c(N)n(CCCC)c(=O)[nH]c1=O (stereo not drawn) was read as UBC9 SUMO inh -10.5, FID counter -44.3, M18AAP inhibitor 0.4, NALP1 inh 10.4, IMP-1 inh -2.6, MEKK2mut PB1 HTS 4.0, HCV NS3 hel inh -0.5, VIM-2 inh -1.3 and MEKK2 WT-MEK5 107.0.
Screening O=[N+]([O-])c1cccc(NC(=S)NCCc2ccccc2)c1 returned UBC9 SUMO inh 4.7, FID counter 10.8, M18AAP inhibitor 0.4, NALP1 inh 8.8, IMP-1 inh -0.6, MEKK2mut PB1 HTS 19.0, HCV NS3 hel inh 1.2, VIM-2 inh 0.5 and MEKK2 WT-MEK5 107.0.
Screening CCCn1c(SCC(=O)Nc2ccc3c(c2)OCCO3)nnc1-c1ccco1 returned UBC9 SUMO inh -34.3, FID counter -28.4, M18AAP inhibitor -6.0, NALP1 inh 2.1, IMP-1 inh -1.6, MEKK2mut PB1 HTS 0.0, HCV NS3 hel inh -4.8, VIM-2 inh -1.2 and MEKK2 WT-MEK5 97.0.
For O=C1C2Sc3[nH]c(=O)sc3C(c3ccccc3)C2C(=O)N1c1ccc(Cl)cc1 (stereo not drawn) the results were UBC9 SUMO inh -1.7, FID counter -10.3, M18AAP inhibitor 36.1*, NALP1 inh 5.6, IMP-1 inh -0.5, MEKK2mut PB1 HTS -6.0, HCV NS3 hel inh 19.4, VIM-2 inh -2.6 and MEKK2 WT-MEK5 90.0.

Compounds shown so far with a Cl atom:
Screening CSc1ncc(Cl)c(C(=O)Nc2ccccc2Cl)n1 returned UBC9 SUMO inh 8.2, FID counter 0.0, M18AAP inhibitor -1.0, NALP1 inh 28.9, IMP-1 inh -3.4, MEKK2mut PB1 HTS 5.0, HCV NS3 hel inh 0.8, VIM-2 inh -0.9 and MEKK2 WT-MEK5 90.0.
`O=C(Nc1ccc(Cl)cc1)Nc1nnc(-c2ccncc2)s1` gave UBC9 SUMO inh -6.5, FID counter -2.2, M18AAP inhibitor 2.3, NALP1 inh 22.5, IMP-1 inh -4.0, MEKK2mut PB1 HTS 11.0, HCV NS3 hel inh -0.6, VIM-2 inh -3.5 and MEKK2 WT-MEK5 105.0.
`COc1cccc(N(C(=O)c2cnccn2)C(C(=O)NC2CCCCC2)c2ccc(Cl)cc2)c1` (stereo not drawn) gave UBC9 SUMO inh -2.0, FID counter -5.5, M18AAP inhibitor -3.3, NALP1 inh 35.5, IMP-1 inh -2.1, MEKK2mut PB1 HTS -6.0, HCV NS3 hel inh -4.1, VIM-2 inh -0.5 and MEKK2 WT-MEK5 75.0.
For COc1ccc(S(=O)(=O)Nc2c(C)n(C)n(-c3ccccc3)c2=O)c(Cl)c1Cl the results were UBC9 SUMO inh 1.4, FID counter -18.4, M18AAP inhibitor -0.8, NALP1 inh 7.9, IMP-1 inh -0.8, MEKK2mut PB1 HTS 1.0, HCV NS3 hel inh 4.3, VIM-2 inh 1.3 and MEKK2 WT-MEK5 104.0.
`Cc1ccc(Cl)cc1N1CCN(S(=O)(=O)c2ccc3c(c2)CC(=O)N3C)CC1` gave UBC9 SUMO inh -5.2, FID counter -45.2, M18AAP inhibitor 1.8, NALP1 inh 7.7, IMP-1 inh -1.0, MEKK2mut PB1 HTS -8.0, HCV NS3 hel inh -10.4, VIM-2 inh -0.7 and MEKK2 WT-MEK5 99.0.
For O=C1C2Sc3[nH]c(=O)sc3C(c3ccccc3)C2C(=O)N1c1ccc(Cl)cc1 (stereo not drawn) the results were UBC9 SUMO inh -1.7, FID counter -10.3, M18AAP inhibitor 36.1*, NALP1 inh 5.6, IMP-1 inh -0.5, MEKK2mut PB1 HTS -6.0, HCV NS3 hel inh 19.4, VIM-2 inh -2.6 and MEKK2 WT-MEK5 90.0.
